# Assay outcomes: PubChem, Broad Institute
# EZH2 inh – blocks human EZH2/PRC2 H3K27 methylation; Q15910; DELFIA TRF, 1 h; inhibition, % at 12.5 µM; hit rate 0.35% among 57,000;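 active = mean inhibition of replicates at least 50% and every single replicate also reaching 50%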;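 also: dimethyl H3K27 on biotinylated H3 21-44 peptide detected by antibody; plate controls were median neutral control wells for no effect and median positive control wells for full effect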
# Target sequence (Q15910 whole entry, looked up): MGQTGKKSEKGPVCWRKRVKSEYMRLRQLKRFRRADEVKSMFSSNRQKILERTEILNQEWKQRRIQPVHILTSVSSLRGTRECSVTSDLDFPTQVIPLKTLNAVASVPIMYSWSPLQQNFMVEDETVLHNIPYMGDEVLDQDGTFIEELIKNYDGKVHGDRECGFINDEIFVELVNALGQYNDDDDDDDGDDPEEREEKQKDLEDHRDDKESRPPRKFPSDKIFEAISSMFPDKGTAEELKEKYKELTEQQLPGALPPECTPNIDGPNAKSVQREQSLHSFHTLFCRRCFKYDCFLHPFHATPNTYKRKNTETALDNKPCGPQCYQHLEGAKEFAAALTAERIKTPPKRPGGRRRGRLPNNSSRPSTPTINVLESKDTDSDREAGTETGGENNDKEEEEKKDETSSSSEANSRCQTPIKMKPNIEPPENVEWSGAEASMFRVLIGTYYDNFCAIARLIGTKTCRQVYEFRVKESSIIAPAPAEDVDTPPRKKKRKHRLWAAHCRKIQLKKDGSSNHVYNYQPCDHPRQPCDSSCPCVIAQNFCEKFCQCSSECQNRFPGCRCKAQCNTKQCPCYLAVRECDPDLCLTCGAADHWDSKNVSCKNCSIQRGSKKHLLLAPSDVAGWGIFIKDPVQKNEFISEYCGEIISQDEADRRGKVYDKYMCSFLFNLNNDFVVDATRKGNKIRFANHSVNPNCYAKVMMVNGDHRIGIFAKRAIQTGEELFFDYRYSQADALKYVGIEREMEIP
# IDH1 mut inh – blocks human IDH1 R132H reductase activity; O75874; diaphorase/resazurin fluorescence, 60 min; inhibition, % at 10 µM; hit rate 0.18% among 70,000; in the data active = inhibition above about 34%;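 also: 0% = DMSO and 100% = no enzyme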
# * marks the source's active call; other numbers are inactive results; . = no result given; & = joins results of further samples. This is a subset; the hit share may differ from the screen's.
# Sample of the layout, 7 compounds:
SMILES,EZH2 inh,IDH1 mut inh
O=C(N[C@@H]1CC[C@@H](CCNC(=O)C2CCCC2)O[C@H]1CO)c1ccncc1,31,0.2
C[C@@H]1CN([C@@H](C)CO)C(=O)c2cc(C#C[C@@H](C)O)cnc2O[C@@H]1CN(C)C(=O)c1ccc(F)cc1,13,.
C[C@H]1CCCCO[C@@H](CN(C)C)[C@@H](C)CN([C@@H](C)CO)C(=O)c2cc(NS(=O)(=O)c3ccccc3)ccc2O1,-4,.
O=C(NCC[C@H]1CC[C@@H](NS(=O)(=O)c2ccc(Oc3ccccc3)cc2)[C@H](CO)O1)C1CC1,-1,0.2
C[C@H](O)C#Cc1cnc2c(c1)C(=O)N([C@@H](C)CO)C[C@H](C)[C@@H](CN(C)CC1CCCC1)O2,.,0.0
O=C(C[C@H]1C[C@H]2c3cc(NC(=O)C4CCOCC4)ccc3O[C@H]2[C@H](CO)O1)NCc1cccc(F)c1,11,0.0
CC(C)NC(=O)Nc1ccc2c(c1)C(=O)N([C@H](C)CO)C[C@H](C)[C@@H](CN(C)Cc1ccncc1)O2,.,1.6

# All compounds of this part, repeating the preview:
SMILES,EZH2 inh,IDH1 mut inh
O=C(N[C@@H]1CC[C@@H](CCNC(=O)C2CCCC2)O[C@H]1CO)c1ccncc1,31,0.2
C[C@@H]1CN([C@@H](C)CO)C(=O)c2cc(C#C[C@@H](C)O)cnc2O[C@@H]1CN(C)C(=O)c1ccc(F)cc1,13,.
C[C@H]1CCCCO[C@@H](CN(C)C)[C@@H](C)CN([C@@H](C)CO)C(=O)c2cc(NS(=O)(=O)c3ccccc3)ccc2O1,-4,.
O=C(NCC[C@H]1CC[C@@H](NS(=O)(=O)c2ccc(Oc3ccccc3)cc2)[C@H](CO)O1)C1CC1,-1,0.2
C[C@H](O)C#Cc1cnc2c(c1)C(=O)N([C@@H](C)CO)C[C@H](C)[C@@H](CN(C)CC1CCCC1)O2,.,0.0
O=C(C[C@H]1C[C@H]2c3cc(NC(=O)C4CCOCC4)ccc3O[C@H]2[C@H](CO)O1)NCc1cccc(F)c1,11,0.0
CC(C)NC(=O)Nc1ccc2c(c1)C(=O)N([C@H](C)CO)C[C@H](C)[C@@H](CN(C)Cc1ccncc1)O2,.,1.6
COCC(=O)N(C)C[C@H]1Oc2cc(C#CC(C)C)ccc2S(=O)(=O)N([C@@H](C)CO)C[C@H]1C,.,-0.3
COc1ccc(-c2nn(C)c(=O)c3ccccc23)cc1NC(=O)COc1ccc(C)cc1,5,0.3
C[C@@H]1CN([C@H](C)CO)C(=O)Cc2cc(NS(=O)(=O)c3ccccc3)ccc2O[C@H]1CN(C)Cc1ccc(C(=O)Nc2ccccc2N)cc1,-8,0.0
C[C@H]1CN([C@@H](C)CO)C(=O)Cc2cc(NS(=O)(=O)c3ccc(Cl)cc3)ccc2O[C@@H]1CN(C)S(=O)(=O)c1ccc(F)cc1,.,1.3
COC(=O)CCCCCCC(=O)N/N=C/c1nc[nH]c1C,0,.
COCC(=O)Nc1ccc2c(c1)[C@H]1C[C@@H](CC(=O)NCc3ccccc3F)O[C@H](CO)[C@H]1O2,3,-2.4
C[C@@H]1CN([C@@H](C)CO)C(=O)c2cc(Br)cnc2O[C@H]1CN(C)S(=O)(=O)c1cccs1,-2,.
CO[C@H]1CN(C)C(=O)c2ccc(NC(=O)c3cnccn3)cc2OC[C@@H](C)NC[C@@H]1C,1,0.0
Cc1ccc(S(=O)(=O)N[C@@H]2CC[C@H](CC(=O)N3CCc4ccccc4C3)O[C@H]2CO)cc1,1,0.2
Cc1ccc(-c2cc(C(=O)NCCN3CCOCC3)c3cccc(C)c3n2)c(C)c1,.,0.1
C[C@H]1CN([C@@H](C)CO)S(=O)(=O)c2ccc(/C=C/c3ccccc3)cc2O[C@@H]1CN(C)Cc1cncnc1,.,0.1
C[C@H]1CN([C@@H](C)CO)C(=O)c2cc(NC(=O)C3CC3)ccc2O[C@H]1CN(C)C(=O)Nc1ccc(F)cc1,-3,4.0
O=C(NCCN1CCOCC1)c1cccc(S(=O)(=O)N2CCCCC2)c1,-16,-0.4

# In another format: entries from further up.
C[C@@H]1CN([C@H](C)CO)C(=O)Cc2cc(NS(=O)(=O)c3ccccc3)ccc2O[C@H]1CN(C)Cc1ccc(C(=O)Nc2ccccc2N)cc1
  EZH2 inh = -8 | IDH1 mut inh = 0.0
C[C@H]1CN([C@@H](C)CO)C(=O)Cc2cc(NS(=O)(=O)c3ccc(Cl)cc3)ccc2O[C@@H]1CN(C)S(=O)(=O)c1ccc(F)cc1
  EZH2 inh = . | IDH1 mut inh = 1.3

# Other records:
SMILES,EZH2 inh,IDH1 mut inh
Cc1noc(C)c1S(=O)(=O)Nc1ccc2c(c1)C(=O)N([C@H](C)CO)C[C@@H](C)[C@@H](CN(C)C)OCCCC[C@H](C)O2,.,1.2
O=C(COc1ccc(Br)cc1)Nc1ccc2nn(-c3ccc(F)cc3)nc2c1,-3,0.0
C[C@H]1CN([C@@H](C)CO)C(=O)c2cc(C#CC3CC3)cnc2O[C@@H]1CN(C)C(=O)Nc1ccccc1,12,0.7
CCOC(=O)c1cnc(SC2CC(=O)N(c3cccc(F)c3)C2=O)nc1N (stereo unspecified),7,0.1
O=C(C[C@@H]1C[C@H]2c3cc(NC(=O)C4CCOCC4)ccc3O[C@H]2[C@H](CO)O1)NC1CCCC1,2,-0.3
C/C=C/c1ccc2c(c1)O[C@H](CN(C)C(=O)c1cnccn1)[C@H](C)CN([C@@H](C)CO)S2(=O)=O,5,-0.1
CC(C)NC(=O)Nc1ccc2c(c1)C(=O)N([C@H](C)CO)C[C@H](C)[C@@H](CN(C)Cc1ccc3c(c1)OCO3)OCCCC[C@H](C)O2,.,1.9
COc1ccc(C(=O)Nc2ccc(S(=O)(=O)Nc3cc(C)on3)cc2)cc1,7,1.0
C[C@@H]1CN([C@H](C)CO)C(=O)Cc2cc(N(C)C)ccc2O[C@@H]1CN(C)S(C)(=O)=O,-3,.
COc1ccc(S(=O)(=O)N(C)C[C@H]2Oc3ccc(NC(=O)Nc4c(C)noc4C)cc3C(=O)N([C@H](C)CO)C[C@H]2C)cc1,.,-0.2
Cc1noc(C)c1NC(=O)N(C)C[C@@H]1Oc2ccc(NC(=O)CCCCCC(=O)Nc3ccccc3N)cc2CC(=O)N([C@H](C)CO)C[C@H]1C,14,0.3
Cc1ccc(S(=O)(=O)N[C@H]2CC[C@@H](CCn3cc(-c4ccccc4F)nn3)O[C@@H]2CO)cc1,-3,-0.3
CO[C@H]1CN(C)C(=O)c2cc(NC(=O)NC(C)C)ccc2OC[C@@H](C)N(C(=O)CN(C)C)C[C@@H]1C,4,0.2
CC(C)NC(=O)N(C)C[C@@H]1Oc2ncc(C#Cc3ccc(F)cc3)cc2C(=O)N([C@H](C)CO)C[C@@H]1C,-8&-24,0.6&-0.2
C[C@H]1CN([C@@H](C)CO)C(=O)c2cc(NS(C)(=O)=O)ccc2O[C@@H]1CN(C)CC1CC1,15,1.9
Cc1ccc(S(=O)(=O)N(C)C[C@@H]2Oc3ccc(NC(=O)Nc4c(C)noc4C)cc3CC(=O)N([C@@H](C)CO)C[C@H]2C)cc1,.,-1.3
C[C@@H]1CN([C@H](C)CO)C(=O)c2cc(C#CCc3ccccc3)cnc2O[C@@H]1CN(C)Cc1cccnc1,-6,0.2
COc1ccc(OC)c(S(=O)(=O)N2CCC(C(=O)Nc3ccc(OC)c(Cl)c3)CC2)c1,1,0.0
COc1ccc(NC(=O)N(C)C[C@@H]2OCCCC[C@@H](C)Oc3ccc(N(C)C)cc3C(=O)N([C@@H](C)CO)C[C@@H]2C)cc1,3,.
Cc1noc(C)c1NC(=O)N(C)C[C@@H]1Oc2ncc(/C=C/c3ccccc3)cc2C(=O)N([C@H](C)CO)C[C@@H]1C,-13,-0.2
C[C@@H]1C[C@H]2[C@@H]3CCC4=CC(=O)C=C[C@]4(C)[C@@]3(F)[C@@H](O)C[C@]2(C)[C@@]1(O)C(=O)CO,-26,-0.2
CO[C@H]1CN(C)C(=O)c2ccc(NC(=O)C3CCCCC3)cc2OC[C@H](C)N(Cc2nccs2)C[C@@H]1C,-27,-0.1
O=C(C[C@@H]1C[C@@H]2c3cc(NC(=O)C4CCOCC4)ccc3O[C@@H]2[C@H](CO)O1)NCC1CC1,12,-0.3
CO[C@@H]1CN(C)C(=O)c2ccc(NS(C)(=O)=O)cc2OC[C@H](C)N(C(=O)C2CC2)C[C@@H]1C,-7,-0.2
C[C@H](CO)N1C[C@H](C)[C@H](CN(C)S(=O)(=O)c2cn(C)cn2)Oc2ncc(C3=CCCC3)cc2C1=O,12,-3.4
O=C(C[C@@H]1C=C[C@@H](NC(=O)Nc2cccc(F)c2)[C@H](CO)O1)NCC1CC1,-18,0.2
C[C@H](CO)N1C[C@H](C)[C@@H](CN(C)CC2CC2)Oc2c(NC(=O)Nc3ccc(C(F)(F)F)cc3)cccc2C1=O,-12,1.5
C[C@H](CO)N1C[C@H](C)[C@@H](CN(C)C(=O)c2cccnc2)Oc2cc(C#CC3(O)CCCC3)ccc2S1(=O)=O,5,.
CO[C@@H]1CN(C)C(=O)c2ccc(NS(=O)(=O)c3ccc(C)cc3)cc2OC[C@@H](C)N(Cc2nccs2)C[C@@H]1C,1,-0.1
C[C@@H]1CCCCO[C@@H](CN(C)Cc2ccc(C(F)(F)F)cc2)[C@@H](C)CN([C@H](C)CO)C(=O)c2cc(NS(=O)(=O)c3cn(C)cn3)ccc2O1,.,0.4
C[C@H](CO)N1C[C@H](C)[C@@H](CN(C)Cc2ccc(-c3ccccc3)cc2)Oc2ccc(NC(=O)NC3CCCCC3)cc2CC1=O,.,-2.0
CNC[C@H]1Oc2cc(C#CC3CCCC3)ccc2S(=O)(=O)N([C@H](C)CO)C[C@@H]1C,-38,-0.2
CNC[C@@H]1Oc2cc(C#CC3CCCCC3)ccc2S(=O)(=O)N([C@H](C)CO)C[C@H]1C,-26,-1.0
O=C(CN1CCOCC1)NCC[C@H]1CC[C@@H](NC(=O)Nc2ccc(C(F)(F)F)cc2)[C@@H](CO)O1,-2,-0.1
CCc1ccc2oc(-c3cc(NC(=O)COc4ccc(OC)cc4)ccc3Cl)nc2c1,-2,0.4
Cc1ccc(S(=O)(=O)N(C)C[C@H]2Oc3ccc(NC(=O)Nc4ccc(C(F)(F)F)cc4)cc3C(=O)N([C@@H](C)CO)C[C@@H]2C)cc1,.,1.2
C[C@H](CO)N1C[C@H](C)[C@@H](CN(C)Cc2ccc(Oc3ccccc3)cc2)Oc2ccc(NC(=O)Cn3cnnn3)cc2C1=O,1,1.5
C[C@H](CO)N1C[C@H](C)[C@@H](CN(C)S(=O)(=O)c2ccc(Cl)cc2)Oc2ccc(NC(=O)CCCCCC(=O)Nc3ccccc3N)cc2C1=O,-25,-0.4
CCC(=O)N[C@H]1C=C[C@@H](CC(=O)NCc2cc(F)cc(F)c2)O[C@@H]1CO,-5,-0.2
C[C@@H]1CN([C@@H](C)CO)C(=O)c2cc(NC(=O)c3ccncc3)ccc2O[C@@H](C)CCCCO[C@@H]1CN(C)CC1CCCCC1,.,-0.4
O=C(C[C@@H]1C[C@H]2c3cc(NC(=O)Nc4ccc(F)cc4)ccc3O[C@H]2[C@H](CO)O1)NCC1CC1,6,0.1
Cc1ccc(S(=O)(=O)c2nc(NCCN(C)C)sc2Cl)cc1,-7,-1.2
Nc1nc(SCC(=O)N2CCc3ccccc32)n[nH]1,2,0.2
COc1ccccc1-c1ccc2c(c1)O[C@@H](CN(C)CC1CCOCC1)[C@H](C)CN([C@H](C)CO)S2(=O)=O,0,-0.7
CC(C)C#Cc1cnc2c(c1)C(=O)N([C@H](C)CO)C[C@@H](C)[C@@H](CN(C)C(=O)c1cccc(F)c1)O2,-3,-0.3
CO[C@H]1CN(C)C(=O)c2cc(NC(C)=O)ccc2OC[C@H](C)N(C(=O)c2ccc(F)cc2)C[C@@H]1C,6,0.3
C=CC1C(=C)CCC2C1CCC1C(C)(C(=O)O)CCCC21C (stereo unspecified),0,0.1
CCOc1ccc(-c2nnc(SCC(=O)O)n2-c2ccccc2)cc1,.,6.8
C=CCNC1=C2C[C@@H](C)C[C@H](OC)[C@H](O)[C@@H](C)/C=C(\C)[C@H](OC(N)=O)[C@@H](OC)C=C/C=C(/C)C(=O)NC(=CC1=O)C2=O,.,0.4
C[C@@H](C1=C(CCN(C)C)Cc2ccccc21)c1ccccn1,7,-1.4

# Going on with the list:
SMILES,EZH2 inh,IDH1 mut inh
O=S(=O)(N[C@@H]1CC[C@@H](CCn2cc(-c3ccccn3)nn2)O[C@H]1CO)c1cccc(F)c1,-2,-0.3
O=C(CN1CCOCC1)N[C@@H]1CC[C@@H](CCNC(=O)C2CCCCC2)O[C@@H]1CO,4,-0.1
COCC(=O)N1C[C@H](C)[C@H](OC)CN(C)C(=O)c2ccc(NC(=O)NC(C)C)cc2OC[C@@H]1C,-9,-0.7
C[C@H]1CCCCO[C@@H](CN(C)CC2CCCCC2)[C@@H](C)CN([C@@H](C)CO)C(=O)c2cc(NC(=O)Nc3ccc(C(F)(F)F)cc3)ccc2O1,.,2.1
COc1ccc(S(=O)(=O)Nc2ccc3c(c2)C(=O)N([C@@H](C)CO)C[C@@H](C)[C@@H](CN(C)C(=O)c2ccncc2)OCCCC[C@@H](C)O3)cc1,.,1.9
C[C@@H]1CN([C@@H](C)CO)C(=O)c2cccc(NC(=O)Nc3ccc4c(c3)OCO4)c2O[C@@H]1CN(C)CC1CC1,.,-0.5
CO[C@@H]1CN(C)C(=O)c2ccc(NS(C)(=O)=O)cc2OC[C@H](C)N(Cc2nccs2)C[C@@H]1C,1,0.3
COc1ccc(NC(=O)N(C)C[C@H]2Oc3ccc(NC(=O)c4ccncc4)cc3CC(=O)N([C@H](C)CO)C[C@@H]2C)cc1,1,0.1
Cc1ccc(S(=O)(=O)N(C)C[C@H]2Oc3ccc(NS(C)(=O)=O)cc3C(=O)N([C@@H](C)CO)C[C@H]2C)cc1,.,-0.5
